Source: PubChem BioAssay (National Center for Advancing Translational Sciences (NCATS))
MmCpn inh: Inhibitors of TCP-1 ring complex (TRiC) of Methanococcus maripaludis (MmCpn): qHTS; Chaperonin Mm-Cpn (Methanococcus maripaludis); purified Mm-Cpn ATPase, ADP Transcreener TR-FRET; Potency, µM (series often up to 76.9 µM), without a hit: at the top dose activity, negative = inhibition, most hits filed as inhibitors; 330,000 compounds, 0.031% hits; also: potency is read from the fitted curve at half-maximal effect; % is scaled to controls: 0 for no effect and ±100 for the full control effect; nearly all actives have a fitted effect of over 80% in size
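Compound-treated chaperonin, 25 nM final, turns over 10 uM ATP at 37°C for 30 min following a 10 min preincubation; ADP generated competes with ADP-d2 for Eu-cryptate antibody, lowering FRET.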
TGFb inhibitor: qHTS for Inhibitors of TGF-b; HepG2 CAGA-GFP TGF-b/SMAD3 reporter, GFP fluorescence, 18 h; TGF-beta stimulated, 500 pg/mL final; Potency, µM (doses to about 46.1 µM), for inactives: top-dose activity, negative = inhibition, actives largely listed as inhibitors; 410,000 compounds, 1.2% hits; also: potency is read from the fitted curve at half-maximal effect; % is scaled to controls: 0 for no effect and ±100 for the full control effect; nearly all actives have a fitted effect of over 65% in size
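GFP signal (ex488/em500-530) from TGF-beta-stimulated HEPG2 CAGA-GFP cells, 500 pg/mL final, 18 h at 37 degrees C in DMEM plus 1% FBS, normalized to unstimulated and DMSO-stimulated controls.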
EPAC2 agonist: qHTS for Agonist of cAMP-regulated guanine nucleotide exchange factor 4 (EPAC2): primary screen. Rap guanine nucleotide exchange factor 4 (Homo sapiens), Q8WZA2. EPAC2 activation, biochemical qHTS; response scale: 100% = 6.5 mM cAMP response. Potency, µM (doses to about 154 µM), for inactives: at the top dose activation, hits mostly activators. 360,000 compounds, 0.079% hits; also: potency is read from the fitted curve at half-maximal effect; nearly all actives have a fitted effect of over 50% in size
Target sequence (Q8WZA2 whole entry, looked up): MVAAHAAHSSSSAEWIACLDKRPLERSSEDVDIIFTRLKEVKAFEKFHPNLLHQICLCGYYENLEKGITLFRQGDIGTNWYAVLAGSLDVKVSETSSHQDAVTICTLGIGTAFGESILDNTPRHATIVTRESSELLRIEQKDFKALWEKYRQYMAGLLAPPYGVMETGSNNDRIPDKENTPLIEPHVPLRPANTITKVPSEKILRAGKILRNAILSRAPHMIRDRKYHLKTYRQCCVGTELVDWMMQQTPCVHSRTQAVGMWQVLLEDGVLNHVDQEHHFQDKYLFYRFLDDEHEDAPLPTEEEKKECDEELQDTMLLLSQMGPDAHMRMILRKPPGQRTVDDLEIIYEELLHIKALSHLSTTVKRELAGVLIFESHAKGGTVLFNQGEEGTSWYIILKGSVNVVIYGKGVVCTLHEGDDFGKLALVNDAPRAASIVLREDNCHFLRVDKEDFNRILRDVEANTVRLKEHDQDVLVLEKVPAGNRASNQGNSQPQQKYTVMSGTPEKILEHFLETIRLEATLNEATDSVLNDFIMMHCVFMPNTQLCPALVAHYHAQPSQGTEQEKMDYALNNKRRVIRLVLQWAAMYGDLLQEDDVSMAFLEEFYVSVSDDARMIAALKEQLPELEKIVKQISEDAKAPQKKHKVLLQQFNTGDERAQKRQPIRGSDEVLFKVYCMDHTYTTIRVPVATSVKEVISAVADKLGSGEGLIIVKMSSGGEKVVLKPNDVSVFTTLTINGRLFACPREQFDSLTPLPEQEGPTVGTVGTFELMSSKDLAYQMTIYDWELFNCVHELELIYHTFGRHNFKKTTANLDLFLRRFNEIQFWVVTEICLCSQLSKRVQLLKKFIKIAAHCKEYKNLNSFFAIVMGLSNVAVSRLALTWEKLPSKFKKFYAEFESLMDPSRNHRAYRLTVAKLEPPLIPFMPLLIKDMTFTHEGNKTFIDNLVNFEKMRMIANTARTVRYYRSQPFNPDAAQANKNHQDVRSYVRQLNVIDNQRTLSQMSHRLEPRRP
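Fluorescence exchange assay: 100 nM EPAC2 with 250 nM RAP1B-BODIPY-GDP and 50 uM GDP; compounds tested as a concentration-titration series (qHTS). Loss of Rap1-bound BODIPY-GDP fluorescence read at 480/540 nm; data normalized to 6.5 mM cAMP.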
A549 viability: Nrf2 qHTS screen for inhibitors: counterscreen for cytotoxicity | 390,000 compounds, 0.16% hits | A549 ARE-Fluc cells, CellTiter-Fluor viability, 18-24 h | Potency, µM (highest dose often 46 µM), without a hit: top-dose activity change, negative = cytotoxicity, hits mostly inhibitors; also: potency is read from the fitted curve at half-maximal effect; % is scaled to controls: 0 for no effect and ±100 for the full control effect
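A549 ARE-Fluc cells in 5% FBS OPTI-MEM, 5000 cells/well, rested 2 h then exposed to compounds in concentration-response for 18-24 h at 37 °C. Viability by CellTiter-Fluor fluorescence (Ex 405/Em 525) after 30 min; luciferase luminescence (BugLite, 15 min, RT) read afterwards.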
EPAC2 antag: qHTS for Antagonist of cAMP-regulated guanine nucleotide exchange factor 2 (EPAC2): primary screen. 360,000 compounds, 0.18% hits. EPAC2 GEF exchange of Rap1B-BODIPY-GDP, fluorescence. Potency, µM (doses to about 114 µM), without a hit: top-dose activity, negative = inhibition, actives largely listed as inhibitors; also: potency is read from the fitted curve at half-maximal effect; % is scaled to controls: 0 for no effect and ±100 for the full control effect; nearly all actives have a fitted effect of over 45% in size; many of its hits are not listed in these tables
CCT modulator: High-Throughput Screening for Modulators of Cytosolic Chaperonin Activity. purified chaperonin ATPase assay, HTRF ADP detection, 30 min. activity change, % (concentration not given with the values), hits read low. 360,000 compounds, 0.3% hits. AID 651819, 2012; in the data active = activity change below about -30%; also: % is scaled to controls: 0 for no effect and ±100 for the full control effect
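Enzyme 40 or 20 nM (batch-dependent) in Tris pH 7.4/KCl/MgCl2/DTT; cpd 76 uM single point; ATP 10 uM; 30 min 37 °C; Transcreener ADP HTRF detection, 30 min RT; ratio 665/615.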
Nrf2 block: Nrf2 qHTS screen for inhibitors; A549 ARE-Fluc reporter, luciferase luminescence, 18-24 h; Potency, µM (highest dose often 46 µM), for the others: at the top dose activity change, negative = inhibition, hits mostly inhibitors; 360,000 compounds, 2.1% hits; also: potency is read from the fitted curve at half-maximal effect; % is scaled to controls: 0 for no effect and ±100 for the full control effect; nearly all actives have a fitted effect of over 60% in size
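Two sequential reads on A549 ARE_Fluc cells exposed to compound for 18-24 h: a CellTiter-Fluor fluorescence read for viability, then a luciferase luminescence read for Nrf2/ARE activity.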
Akt phos inh: HTS Assay for Inhibitors of Akt Phophorylation: Primary Screen | activity change, % for hits at 50 µM | 360,000 compounds, 0.32% hits | Neuro2A IGF-stimulated pAkt S473 HTRF, 20 min; hits give low values; in the data active = activity change below about -80%; inconclusive = mostly about -51% to -80%; also: % is scaled to controls: 0 for no effect and ±100 for the full control effect
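Single-point screen (50 µM final compound) in Neuro2A cells stimulated 20 min with 6 nM IGF at 37 deg C. After lysis, Ser473-phosphorylated Akt read by HTRF (ex 330 nm, em 615/665 nm) as the 665/615 ratio.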
Nrf2 ARE act: qHTS of Nrf2 Activators | AREc32 ARE-luciferase reporter (MCF7-derived line), luminescence, 24 h | Potency, µM (series often up to 46.1 µM), for the others: at the top dose activation, usual class: activators | 410,000 compounds, 0.31% hits; also: potency is read from the fitted curve at half-maximal effect; % of control where 0% means no effect; nearly all actives have a fitted effect of over 65% in size
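Quantitative high-throughput format: AREc32 reporter cells, 1000 per well, received compound by pin transfer and were incubated 24 hr at 37 deg C, 5% CO2, before Steady-Glo luminescence detection.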
Numbers without * were called inactive; i = inactive; ? = inconclusive; · = no result given; & = joins results of further samples; [ ] = another dose, or the depositor's remark. Unless noted, calls follow the shape of the dose curve; as a rule, active = well fitted curve in the direction sought with a large enough effect; inconclusive = small, poorly fitted or top-dose-only effect, or another doubt; inactive = no such curve, though single readings can be large; an effect the other way counts as inactive or inconclusive. A portion of the library; rates above refer to the full screens.

SMILES	MmCpn inh	TGFb inhibitor	EPAC2 agonist	A549 viability	EPAC2 antag	CCT modulator	Nrf2 block	Akt phos inh	Nrf2 ARE act
CCNC(=S)N/N=C/c1c(Cl)cccc1Cl	0%	-5%	3%	4%	1%	-0.2	2%	i	0.0%
CC(C)c1ccc(NC(=O)CCC(=O)NCc2ccco2)cc1	2%	-29%	-7%	-10%	2%	-3.9	2%	i	?
C[C@@H]1CN([C@@H](C)CO)C(=O)c2cc(Br)cnc2O[C@H]1CN(C)C(=O)Nc1ccc2c(c1)OCO2	·	1%	-6%	·	1%	-1.3	·	i	0.0%
Cc1ccc(CNC(=O)CCNS(=O)(=O)c2ccc(C)cc2)cc1	1%	-5%	3%	-1%	7%	-1.2	5%	i	0.0%
Cc1ccccc1Cn1nc(C)c(NC(=O)c2cc(-c3ccc(F)cc3)on2)c1C	·	-10%	·	4%	·	·	6%	·	4.6%
CC(Oc1cccc(Cl)c1)C(=O)N1CCN(c2ncccn2)CC1 (configuration not stated)	0%	-3%	4%	1%	-8%	-2.0	-4%	i	-1.0%
O=C(NCCCn1ccnc1)c1ccc(COc2ccccc2)o1	-1%	?	-1%	5%	12%	0.1	-26%	i	0.2%
COc1ccc(Cn2c(O)c(C=Nc3ccc(C)cc3)c3ccccc3c2=O)cc1	-1%	0%	0%	?	-4%	-2.0	9.2µM*	i	0.5%
O=C(C1CCC1)N1CCCc2cc(S(=O)(=O)N3CCN(c4ccccc4)CC3)ccc21	-1%	?	10%	-1%&9%	3%	1.6	?	i	-0.5%&3.1%
CCCCOC(=O)CCNc1n[nH]c(=O)[nH]c1=O	3%	-2%	-5%	-7%	13%	0.6	-3%	i	0.1%
Cc1cccc(C)c1NC(=O)CNC(=O)c1cccc(S(=O)(=O)NCc2cccs2)c1	1%	-1%	1%	-13%	2%	0.5	-16%	i	-0.2%
O=C(Nc1ccncc1)c1cccc(S(=O)(=O)N2CCc3ccccc32)c1	-3%	-21%	7%	-20%	-3%	0.7	8.2µM*	i	2.9%

The closing 6 records of the section above are carried over, then new ones follow:
SMILES	MmCpn inh	TGFb inhibitor	EPAC2 agonist	A549 viability	EPAC2 antag	CCT modulator	Nrf2 block	Akt phos inh	Nrf2 ARE act
O=C(NCCCn1ccnc1)c1ccc(COc2ccccc2)o1	-1%	?	-1%	5%	12%	0.1	-26%	i	0.2%
COc1ccc(Cn2c(O)c(C=Nc3ccc(C)cc3)c3ccccc3c2=O)cc1	-1%	0%	0%	?	-4%	-2.0	9.2µM*	i	0.5%
O=C(C1CCC1)N1CCCc2cc(S(=O)(=O)N3CCN(c4ccccc4)CC3)ccc21	-1%	?	10%	-1%&9%	3%	1.6	?	i	-0.5%&3.1%
CCCCOC(=O)CCNc1n[nH]c(=O)[nH]c1=O	3%	-2%	-5%	-7%	13%	0.6	-3%	i	0.1%
Cc1cccc(C)c1NC(=O)CNC(=O)c1cccc(S(=O)(=O)NCc2cccs2)c1	1%	-1%	1%	-13%	2%	0.5	-16%	i	-0.2%
O=C(Nc1ccncc1)c1cccc(S(=O)(=O)N2CCc3ccccc32)c1	-3%	-21%	7%	-20%	-3%	0.7	8.2µM*	i	2.9%
O=[N+]([O-])c1cccc(N/N=C/c2cccc3ccccc23)c1	-5%	-26%	0%	-11%	-13%	-0.9	9%	i	9.0%
O=C(COc1ccc(Br)cc1Cl)Nc1ncn[nH]1	·	100%[activator]	·	0%	·	·	-27%	·	0.2%
O=C(Cn1nc([N+](=O)[O-])nc1Br)NC(c1ccccc1)c1ccccc1	1%	-1%	2%	-1%	-2%	0.8	-7%	i	6.8%
Brc1cc2c(cc1Cn1c(-c3cncs3)nc3ccccc31)OCO2	-3%	-6%	-1%	-1%	5%	-21	·	i	0.0%
O=C(c1ccc(-n2cccc2)cc1)N1CCCCC1	3%	9%	-1%	8%	-17%	2.1	-30%	i	0.1%
Cc1ccc(S(=O)(=O)CCC(=O)OCC(=O)N(C)CC(=O)Nc2ccc(F)cc2)cc1	1%	2%	3%	0%	2%	0.2	6%	i	0.4%
O=S(=O)(N/N=C/c1c(F)cccc1Cl)c1ccccc1	0%	-5%	4%	-1%	7%	-2.8	-10%	i	-0.6%
O=C(NNS(=O)(=O)c1ccccc1F)c1ccccc1-n1cccc1	1%	7%	8%	0%	7%	1.3	-6%	i	-1.0%
CCn1c(SCC(=O)NCCc2ccc(OC)c(OC)c2)nc2c1c(=O)n(C)c(=O)n2C	?	7%	-3%	-4%	1%	-0.5	-13%	i	-0.6%
CCOC(=O)c1[nH]c(C)c(C(=O)NCc2ccc(OC)cc2)c1C	1%	0%	2%	-3%	4%	1.1	-16%	i	0.6%
O=C(CCN1CCOCC1)N1CCCC(Nc2cccc(F)c2)C1 (configuration not stated)	-2%	55%[activator]	4%	1%	10%	1.5	18%	i	-0.6%
COc1ccc(Cn2c(=O)oc3ccccc32)cc1OC	·	4%	15%	·	-22%	-1.7	·	i	2.3%
CC1CCCCN1C(=O)CSc1nc2c(c(=O)n(C)c(=O)n2C)n1C (configuration not stated)	1%	10%	10%	11%	0%	-1.1	17%	i	-1.2%
COc1nccnc1NS(=O)(=O)c1ccc(NCc2ccccc2O)cc1	-2%	0%	-2%	1%	3%	-0.8	6%	i	0.1%
Cc1c(NC(=O)Nc2ccccc2)cccc1[N+](=O)[O-]	0%	-12%	20%	-12%	-5%	-1.9	-28%	i	8.2%
CSc1nsc(NC(=O)Nc2ccccc2)n1	·	?	3%	-1%	-10%	0.5	1%	i	5.7%
CCn1cc(/C=C(\NC(=O)c2cc(OC)c(OC)c(OC)c2)C(=O)N2CCOCC2)c2ccccc21	·	-2%	-4%	·	-25%	1.4	·	i	5.1%
COc1ccccc1/C=C(/C(=O)OCC(=O)Nc1ccccc1C(C)C)c1ccccc1	1%	?	11%	0%	-13%	-3.1	-16%	i	-0.6%
CCc1c(C)nc2ncnn2c1N1CCCC(C(=O)Nc2ccc(NC(C)=O)cc2)C1 (configuration not stated)	0%	?	7%	4%	4%	0.1	-2%	i	0.2%
O=C1Nc2ccccc2Oc2cc(Oc3cccc(Cl)c3)ccc21	·	-6%	·	-1%	·	·	?	·	-0.6%
CC(C)N=C(Nc1ccccc1)c1cccnc1	-1%	0%	-1%	-2%	8%	-2.6	6%	i	-0.3%
CCOC(=O)c1c(N)sc2c1CCN(CCc1ccccc1)C2	1%	?	6%	10%	-4%	-1.5	-1%	i	1.4%
Cc1ccc(CCNC(=O)C2CCC(=O)N2Cc2cccnc2)cc1 (configuration not stated)	2%	18%	3%	-11%	0%	-1.5	·	i	0.3%
CCCOCc1cc(CN2CCN(c3ccccc3OC)CC2)c(O)c2ncccc12	·	2µM*	·	5%	·	·	?	·	-2.0%
c1ccc(-c2nnc(N3CCOCC3)c3ccccc23)cc1	1%	25%	1%	0%	0%	1.1	4%	i	3.4%
CCCc1nc2cc(C)c(Br)c(C)n2c1Cc1ccccc1OC	·	·	6%	·	-6%	-1.7	·	i	1.2%
COc1ccc(/C(O)=C2/C(=O)C(=O)N(CCCN(C)C)C2c2ccccc2)cc1OC (configuration not stated)	-1%	-3%	7%	3%	12%	0.2	3%	i	-0.8%
CCc1cccc(NC(=O)c2ccc3c(=O)n4c(nc3c2)CCCCC4)c1	0%	-24%	11%	-5%	-2%	-26	-27%	i	2.7%
CCOc1ccc(NC(=O)N(Cc2ccc(CC)cc2)Cc2cn[nH]c2-c2ccc(OC)cc2)cc1	·	8.9µM*	·	-1%	·	·	29%	·	-1.0%
O=C(Cn1cnc2c(nnn2Cc2ccc(F)cc2)c1=O)N1CCCCC1	1%	-4%	-4%	-1%	2%	0.8	0%	i	0.4%
CCCn1nc(C(=O)NNC(=O)c2cccc(C)c2)c2ccccc2c1=O	-1%	-25%	3%	0%	6%	1.1	-2%	i	2.6%
O=C(COCc1cc(-c2ccc3c(c2)OCO3)on1)N1CCN(c2cccc(Cl)c2)CC1	1%	-1%&1%	1%	0%&16%	-13%	0.6	?	i	-1.0%&-0.6%
COc1ccc(NCc2cc3cc4c(cc3n(CC(=O)Nc3ccc(C)c(C)c3)c2=O)OCO4)cc1	·	0%	·	10%	·	·	-15%	·	-0.4%
CCOCCCNC(=O)C(Cc1ccccc1)NS(=O)(=O)c1cccc2nsnc12 (configuration not stated)	1%	-1%	9%	-2%	7%	-1.9	-2%	i	0.5%
COc1ccc(C)cc1S(=O)(=O)n1cnc(C)c1	2%	21%	2%	-7%	19%	-0.1	0%	i	0.3%
CCCCCOc1ccc(NC(=O)C(=O)NCC2CCCN2CC)cc1 (configuration not stated)	1%	-4%	-8%	1%	-2%	-1.5	3%	i	-0.6%
CCCc1c(C(=O)N/N=C/c2c[nH]c3ccccc23)nnn1-c1nonc1N	·	-2%	1%	·	-1%	0.4	·	i	4.0%
CCC1CCCCN1CCCNC(=O)CSc1nc2nc(C)c(Cc3ccccc3)c(C)n2n1 (configuration not stated)	-2%	17%	1%	2%	-8%	-6.1	14%	i	1.9%
O=C(CCCn1c(=S)[nH]c2cc3c(cc2c1=O)OCO3)N1CCN(c2ccccc2F)CC1	-2%	13%	-7%	?	-3%	-1.7	?	i	0.6%
